Screens from PubChem BioAssay.
LEDGF integ inh: blocks HIV-1 LEDGF/p75-dependent DNA integration | AID 743269 | TR-FRET IN-LEDGF/p75 DNA integration, Eu/Cy5 | inhibition, % at 3.7 µM | hit rate 0.64% among 370,000;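 active = inhibition above the screen-wide mean plus 3 SD, cut at about 13% in these data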;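 also: signal is the Cy5 over europium emission ratio at 671 and 618 nm; 0% = plate median of compound wells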
TCR-CD3 inh: blocks the human TCR-CD3 interaction | TAMRA-labeled TCR probe fluorescence, biochemical | hit rate 0.37% among 360,000 | inhibition, % at 9.4 µM; in the data active = inhibition above about 19%;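 also: recombinant mutant TCR 2C K166C tagged with TAMRA read by polarization; 0% = receptor in buffer alone and 100% = receptor with positive control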
HTRA1 inhibitor: HTRA1 (human) protease inhibition; hit rate 0.5% among 340,000; recombinant HTRA1, FP-rhodamine activity-based probe, fluorescence polarization; inhibition, % at 5.96 µM; in the data active = inhibition above about 36%;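 also: 0% = enzyme with DMSO and 100% = wells lacking enzyme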
mABHD4 FP: ABHD4 (mouse) inhibition, primary FP screen; Q8VD66; purified mABHD4, FP-Rh probe fluorescence polarization; inhibition, % at 8.92 µM; hit rate 0.54% among 370,000; AID 720543;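 active = inhibition exceeding the mean over every tested compound plus 3 SD, cut at about 30% in these data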;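 also: 0% = plate median of compound wells and 100% = S159A mutant with DMSO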
Target sequence (Q8VD66 whole entry, looked up): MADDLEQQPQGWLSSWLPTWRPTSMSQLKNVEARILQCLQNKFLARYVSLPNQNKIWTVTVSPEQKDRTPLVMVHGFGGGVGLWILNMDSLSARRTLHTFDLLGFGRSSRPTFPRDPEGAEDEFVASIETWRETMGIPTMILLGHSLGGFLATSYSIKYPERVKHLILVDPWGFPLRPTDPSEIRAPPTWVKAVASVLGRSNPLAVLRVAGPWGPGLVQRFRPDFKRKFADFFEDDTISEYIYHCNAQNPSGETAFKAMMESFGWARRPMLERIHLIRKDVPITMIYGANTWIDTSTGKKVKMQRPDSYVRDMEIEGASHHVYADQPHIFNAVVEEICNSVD
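Doses – 8.92 µM, single dose · Material – wild-type mouse ABHD4 protein · Replication – single well per compound (singlicate) · Measure – percent inhibition of probe binding, normalized to plate controls · Schedule – 45 min compound pre-incubation plus 60 min probe step, 25 °C · Detection – fluorescence polarization with parallel and perpendicular emission, 525/598 nm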
MBD2 DNA inh: blocks human MBD2 binding to methylated DNA. TR-FRET, MBD2 binding to methylated oligonucleotide. hit rate 0.31% among 370,000. AID 686964. Q9UBB5. inhibition, % at 4.4 µM; in the data active = inhibition above about 13%
PRMT1 FP inh: inhibitors of human PRMT1. inhibition, % at 2.79 µM. AID 652257. recombinant PRMT1, activity-based probe fluorescence polarization. hit rate 1.3% among 370,000. Q99873;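 active = inhibition above about 21% made by adding two undisclosed values, limit read from the data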
Target sequence (Q99873 whole entry, looked up): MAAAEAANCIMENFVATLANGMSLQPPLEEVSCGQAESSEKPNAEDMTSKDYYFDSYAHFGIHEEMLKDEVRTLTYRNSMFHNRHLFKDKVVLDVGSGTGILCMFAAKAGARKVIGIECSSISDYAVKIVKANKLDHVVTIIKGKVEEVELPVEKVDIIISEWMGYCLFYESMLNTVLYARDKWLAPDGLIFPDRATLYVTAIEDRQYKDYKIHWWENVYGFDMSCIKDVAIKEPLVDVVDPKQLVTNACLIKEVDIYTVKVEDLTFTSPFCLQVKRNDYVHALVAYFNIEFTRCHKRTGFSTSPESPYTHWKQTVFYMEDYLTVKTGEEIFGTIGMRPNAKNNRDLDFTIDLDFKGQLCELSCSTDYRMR
PG9 Ab binder: PG9 antibody binding by small molecule. TR-FRET gp120-PG9 antibody binding. inhibition, % at 6.7 µM. hit rate 0.43% among 360,000; in the data active = inhibition above about 8.5%
NR1D1 modulator: Rev-erb alpha (human) modulation; Rev-erbα–FITC-DNA binding, fluorescence polarization, 90 min; P20393; AID 1259318; activity, % at 10 µM; hit rate 0.79% among 370,000;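 active = activity above about 14%, limit read from the data; passing the limit was not always enough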;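 also: 0% = DMSO wells with 35 nM protein and 100% = DMSO wells with 750 nM protein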
UHRF1 binding: UHRF1 methyl-DNA binding inhibition; Q96T88; hit rate 0.75% among 370,000; UHRF1 binding to methylated oligo, TR-FRET; AID 687016; inhibition, % at 4.4 µM; in the data active = inhibition above about 21%;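 also: UHRF1 SRA domain binding a hemimethylated CpG hairpin DNA probe; 0% = median of test compound wells and 100% = reference inhibitor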
rCAG RNA binder: r(CAG) repeat RNA binding; TO-PRO-1 dye displacement fluorescence; inhibition, % at 3 µM; hit rate 1.3% among 370,000; AID 651821;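 active = inhibition above the plate cutoff, the mean of all test compounds on that plate plus 3 SD, cut at about 35% in these data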;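 also: 0% = DMSO alone and 100% = 100 µM mitoxantrone as full dye displacement; higher means more dye released from RNA so lower well fluorescence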
* hit, by the source's call; nt = no result given; & = joins results of further samples. The list is partial, so the mix of outcomes need not match the whole.

Sample of the layout, seven compounds:
Results follow in this order: LEDGF integ inh, TCR-CD3 inh, HTRA1 inhibitor, mABHD4 FP, MBD2 DNA inh, PRMT1 FP inh, PG9 Ab binder, NR1D1 modulator, UHRF1 binding, rCAG RNA binder
COc1ccc2cc(C(c3nnnn3C3CCCC3)N3CCOCC3)c3nnnn3c2c1 (configuration not stated)
  2, -9, 4, -5, 0, -1, 0.5, -2, 5, -2
CCOC(=O)C1(C)CCCN(C(=O)c2ccc3c(c2)CCO3)C1 (configuration not stated)
  -1, -8, nt, 4, 1, 0, -0.8, -4, 0, 1
COC(=O)c1cccc(Nc2nc(-c3cccnc3)nc3ccccc23)c1
  -4, 2, -47, 8, 2, -5, 0.2, -4, 3, 7
Cc1cc(N2CCOCC2)n2ncc(-c3ccccc3)c2n1
  1, 2, -2, -6, -2, -4, -0.1, 3, 2, -1
CC(C)OCCCNC(=O)CN1C(=O)CSc2ccc(S(=O)(=O)N3CCCCC3)cc21
  -1, 1, 2, -4, 1, -1, -0.8, -1, 3, -4
CCc1ccc(NC(=O)N(CCCOC(C)C)C2CCN(C(C)=O)CC2)cc1
  -1, 2, 3, -2, 2, -1, 0.8, 0, 0, -12
O=C(Cc1cn2ccsc2n1)Nc1cccc2cnccc12
  -1, 7, -1, -1, -2, 1, 0.5, 7, -2, 4

This part in full, from the first entry:
Results follow in this order: LEDGF integ inh, TCR-CD3 inh, HTRA1 inhibitor, mABHD4 FP, MBD2 DNA inh, PRMT1 FP inh, PG9 Ab binder, NR1D1 modulator, UHRF1 binding, rCAG RNA binder
COc1ccc2cc(C(c3nnnn3C3CCCC3)N3CCOCC3)c3nnnn3c2c1 (configuration not stated)
  2, -9, 4, -5, 0, -1, 0.5, -2, 5, -2
CCOC(=O)C1(C)CCCN(C(=O)c2ccc3c(c2)CCO3)C1 (configuration not stated)
  -1, -8, nt, 4, 1, 0, -0.8, -4, 0, 1
COC(=O)c1cccc(Nc2nc(-c3cccnc3)nc3ccccc23)c1
  -4, 2, -47, 8, 2, -5, 0.2, -4, 3, 7
Cc1cc(N2CCOCC2)n2ncc(-c3ccccc3)c2n1
  1, 2, -2, -6, -2, -4, -0.1, 3, 2, -1
CC(C)OCCCNC(=O)CN1C(=O)CSc2ccc(S(=O)(=O)N3CCCCC3)cc21
  -1, 1, 2, -4, 1, -1, -0.8, -1, 3, -4
CCc1ccc(NC(=O)N(CCCOC(C)C)C2CCN(C(C)=O)CC2)cc1
  -1, 2, 3, -2, 2, -1, 0.8, 0, 0, -12
O=C(Cc1cn2ccsc2n1)Nc1cccc2cnccc12
  -1, 7, -1, -1, -2, 1, 0.5, 7, -2, 4
O=C(Nc1ccccc1N1CCN(c2ccccc2)CC1)C12CC3CC(CC(C3)C1)C2
  2, 1, 11, -3, 7, 5, -0.6, -1, -1, 1
COc1ccccc1OCC(O)Cn1c(Br)nc2c1c(=O)[nH]c(=O)n2C (configuration not stated)
  -3, 8, 0, -2, 1, -3, -1.2, -1, -2, -3
Cc1ccc(C)c(S(=O)(=O)N2CCCC2CNC(=O)C(=O)NCc2cccs2)c1 (configuration not stated)
  8, -2, -10, 1, -4, 4, -0.3, 5, 0, -2
O=C(NCc1cccs1)C1CCCN(S(=O)(=O)c2ccc([N+](=O)[O-])cc2)C1 (configuration not stated)
  4, nt, nt, 5, 1, 0, nt, -1, 1, 2
CCN1CCC2(CCN(Cc3cn[nH]c3-c3ccc(OC)c(F)c3)C2)C1 (configuration not stated)
  -5, 4, 3, 2, -5, -3, -0.5, 0, 0, 0
CC(C)[C@H](Nc1nc(-c2ccccc2)nc2c1oc1ccccc12)C(=O)O
  6, 0, -27, -10, 6, 0, -0.9, -1, 3, 58*
COc1cccc(COC(=O)C2CCN(S(=O)(=O)c3ccc(C)cc3C)CC2)c1OC
  1, 5, -20, -10, -1, -4, -2.6, 8, 3, -6
COc1ccccc1NCC(=O)NNC(C)C(=O)Nc1cccc(Cl)c1 (configuration not stated)
  -6, -6, 4, -1, 2, 2, 0.7, -2, -1, -2
CC(Nc1cc(N2CCCC2)ccc1[N+](=O)[O-])c1ccccc1 (configuration not stated)
  2, 5, -18, -6, -5, 1, -4.1, nt, -1, 4
CCc1c(O)nc(SCC(=O)Nc2ccc(Cl)cc2)n(-c2ccccc2)c1=O
  -5, -7, 3, 7, -1, 38*, -1.2, -6, 3, 10
COc1cc2oc(=O)cc(CN3CCCCCCC3)c2cc1Cl
  4, 1, nt, -2, 0, -2, -0.7, 6, -3, 10
CC(C)C[C@@H](CN1CCCC1CN1C(=S)NC[C@@H]1Cc1ccc(O)cc1)N1C[C@H](Cc2ccccc2)N(CCc2ccccc2)C1=S (some centres not stated)
  -1, 4, -53, -13, -1, -4, 0.1, -7, -4, 13
Cc1ccc(CCn2c3c(c4ccccc42)CN(C)CC3)cn1
  3, 6, 3, 1, 1, -2, -1.2, 2, -3, -5
CCOC(=O)c1c(-c2ccccc2)csc1NC(=O)CSc1nnc(C)s1
  0, 4, -32, -22, -4, -2, -1.7, -2, 1, 4
CCN(CC)CCNC(=O)c1ccc(NC(C)=O)cc1
  -1&1, -4&8, 1&8, 1&-6, -2&3, 2&-1, -2.0&0.1, 2&-8&9, 0&-1, 0&0
Cc1nc2nc(C)c(CCC(=O)Nc3ccc4c(c3)OCO4)c(C)n2n1
  4, 1, 4, 1, 1, -1, -3.4, -3, -5, 6
COc1ccc(S(=O)(=O)NC2CC(C)(C)NC(C)(C)C2)cc1C(C)C
  -6, 3, -16, 1, 0, -1, -1.2, -6, 0, 1
O=C(COC(=O)c1ccc(O)cc1)Nc1ccccc1-c1ccccc1
  -1, -1, -15, -21, 2, 2, 0.8, 3, 9, 1
C=CCN(c1nc(C)cc(OC)n1)S(=O)(=O)c1ccccc1
  6, 10, -1, -1, 1, 0, -1.7, -6, -1, -2
COC(=O)[C@H](CCSC)NC(=O)NCc1ccccn1
  -3, 4, 4, 4, 2, -3, -0.7, -2, 0, 1
COc1ccccc1CNC(=O)Cn1nnnc1CN(C)C(C)C
  0, -3, 1, 5, 0, -4, 0.1, 0, 3, -3
COc1ccc(NC(=O)CN2CCN(Cc3ccccc3)CC2)cc1
  -4, -8, -3, 8, 1, -1, -1.1, -3, 2, -6
O=C(CC(c1ccco1)S(=O)(=O)c1ccccc1)c1ccccc1 (configuration not stated)
  -4, 0, -8, 5, -4, 17, 0.9, 9, -2, 2

Other entries follow:
Abbreviations – A = LEDGF integ inh; B = TCR-CD3 inh; C = HTRA1 inhibitor; D = mABHD4 FP; E = MBD2 DNA inh; F = PRMT1 FP inh; G = PG9 Ab binder; H = NR1D1 modulator; I = UHRF1 binding; J = rCAG RNA binder
> O=C(Nc1ccc2oc(-c3ccccc3)nc2c1)c1cccs1
  A = -3; B = -3; C = -32; D = -10; E = 6; F = -4; G = -0.7; H = 15; I = -1; J = 6
> CCOc1ccc(N(CC(=O)Nc2ccccc2C(=O)N2CCOCC2)S(=O)(=O)c2ccc(F)cc2)cc1
  A = -2; B = 8; C = -5; D = -2; E = 1; F = 1; G = -1.0; H = -1; I = -1; J = -7
> CC1(C(=O)NS(=O)(=O)c2ccc(Br)cc2)CCN1C(=O)CCC1CCCC1 (configuration not stated)
  A = -1; B = -5; C = nt; D = 2; E = -2; F = 7; G = -0.6; H = -3; I = 9; J = 13
> CN(C(=O)CSc1nnc(C(F)(F)F)n1C)c1c(N)n(Cc2ccccc2)c(=O)[nH]c1=O
  A = 1; B = -5; C = 0; D = 1; E = -7; F = 4; G = 0.0; H = 0; I = 2; J = 0
> O=C(O)c1ccc(CNc2ccccc2C(=O)O)cc1
  A = 2; B = -1; C = 8; D = -2; E = 8; F = -1; G = 0.3; H = -3; I = 7; J = 1
> C[C@H](NC(=O)OC(C)(C)C)C(=O)N/N=C/c1ccc2nccnc2c1
  A = 1; B = -4; C = nt; D = 4; E = 6; F = 1; G = -0.6; H = 2; I = 1; J = 0
> CCc1ccc(C(=O)Nn2cnc3ccccc3c2=O)cc1
  A = 1; B = 2; C = 0; D = -4; E = -5; F = -4; G = -1.3; H = 3; I = -2; J = 2
> CC(=O)NN1C(=O)/C(=C\c2ccccc2)SC1=S
  A = 1; B = 4; C = 3; D = -5; E = -6; F = 7; G = -2.0; H = -2; I = -14; J = -2
> C#CCN1CC(N(C)CCOC(=O)c2cc3ccccc3[nH]2)CS1(=O)=O (configuration not stated)
  A = -2; B = nt; C = nt; D = 4; E = 4; F = 2; G = nt; H = 10; I = 2; J = 1
> Cc1c(NC(=S)N/N=C/c2ccc(N(C)C)cc2)c(=O)n(-c2ccccc2)n1C
  A = 4; B = -9; C = 5; D = 5; E = 0; F = 2; G = -12; H = -1; I = 3; J = 2
> Cc1cccc(C)c1NC1=NCCCCC1
  A = 2; B = 2; C = 6; D = -2; E = -5; F = -1; G = 1.5; H = -5; I = 0; J = -2
> Cc1ccc(-c2cc(C(F)F)nc(NCc3cccnc3)n2)cc1
  A = 2; B = 1; C = -32; D = -5; E = -5; F = 3; G = 2.2; H = -2; I = 0; J = -10
> COc1ccc(NS(=O)(=O)c2ccc(Cl)c(NC(=O)c3ccccc3F)c2)cc1
  A = -3; B = -5; C = -21; D = -20; E = 3; F = 3; G = 0.3; H = -1; I = -1; J = 12
> Nc1nc(SCC(=O)NCc2ccccc2)n[nH]1
  A = -2; B = -5; C = 5; D = -3; E = -1; F = 0; G = -0.8; H = 0; I = 0; J = 0
> COc1ccc(-c2csc(NC(=O)c3ccccc3OC)c2C(=O)O)cc1OC
  A = 2; B = -3; C = 2; D = 1; E = -7; F = -4; G = -3.2; H = 1; I = 1; J = 22
> CN(C)CCNC(=O)Cc1ccc([N+](=O)[O-])cc1
  A = -1; B = 7; C = -2; D = -8; E = -1; F = -4; G = -2.3; H = -1; I = -1; J = 1
> CCOc1cc(/C=C2/C(=N)N3C(=NC2=O)SN=C3S(=O)(=O)C(C)C)ccc1OC(=O)c1ccco1
  A = -4; B = -8; C = -9; D = -15; E = 7; F = 9; G = 0.4; H = 2; I = 3; J = 34
> CCCCCC(=O)NNC(=O)c1ccc(F)cc1
  A = 1; B = -4; C = 2; D = -6; E = 3; F = -3; G = 0.9; H = -6; I = 6; J = -2
> CCC1=Nc2cc(C(=O)NCCCOC)ccc2Sc2ccccc21
  A = 0; B = 3; C = -3; D = -1; E = -6; F = 2; G = 0.5; H = 2; I = 0; J = -1
> O=C(c1cccs1)N1CC[C@H]2[C@H](CCCN2Cc2cc(F)cc(F)c2)C1
  A = -1; B = nt; C = nt; D = -6; E = -1; F = 2; G = nt; H = -6; I = 0; J = 2
> COC(=O)c1ccc(CC2(C)C(=O)Nc3ccc(OC(F)(F)F)cc32)o1 (configuration not stated)
  A = 1; B = 3; C = nt; D = -4; E = 0; F = -9; G = -2.4; H = 14; I = 2; J = -2
> COc1ccccc1CNC(=O)CCSCc1cccc(Cl)c1
  A = 3; B = 1; C = -12; D = -2; E = 2; F = -3; G = -1.9; H = 3; I = -3; J = -2
> CCCCN(C)C(=O)c1ccc(Nc2nc(C(N)Cc3ccc(C(F)(F)F)cc3)cs2)nc1 (configuration not stated)
  A = 6; B = -9; C = nt; D = 0; E = 9; F = 6; G = 0.7; H = -6; I = 5; J = 9
> Cc1nc(Cn2c3ccc(NC(=S)NC4CCCCC4)cc3c(=O)n2C)cs1
  A = -2; B = 2; C = nt; D = 6; E = 4; F = 1; G = 1.1; H = 1; I = -3; J = 3
